# Screens: PubChem BioAssay, NCI
# All columns: NCI-60 one-dose screen, growth in % after 48 h at 10 µM unless noted; 100 = growth as untreated, 0 = no growth, -100 = all killed.
# MDA-MB-435: MDA-MB-435 melanoma; 7.8% of 82,000 active
# SR: SR leukemia cells; 8.7% of 73,000 active; AID 1794780
# MOLT-4: MOLT-4 leukemia cells; 6.9% of 80,000 active; AID 1794779
# CCRF-CEM: CCRF-CEM leukemia. 7% of 77,000 active
# K-562: K-562 leukemia; 7.4% of 78,000 active
# RPMI-8226: RPMI-8226 leukemia cells. 7.5% of 77,000 active. AID 1794781
# HOP-62: HOP-62 NSCLC. 3.9% of 80,000 active
# HOP-92: HOP-92 NSCLC cells; 6.3% of 71,000 active; AID 1794738
# The depositor's hits bear a star; x = not tested or not shown; & = joins results of further samples; [ ] = dose if it differs, or a comment. The calls were made as follows: active = growth percent below 10; inactive = the rest. Hits appear at their usual frequency. Share with any hit: about 14%.
no.	Structure	MDA-MB-435	K-562	HOP-92	HOP-62	CCRF-CEM	MOLT-4	RPMI-8226	SR
1	[2H]C([2H])([2H])Oc1ccc(F)cc1/C=C/C(=O)/C=C(/C=C/c1cc(F)ccc1OC([2H])([2H])[2H])OB(F)F	71	48	100	98	1.2*	4.8*	11	23
2	Cc1cccc(C)c1Nc1nnc(-c2cc(F)c(F)c(F)c2)o1	104	48	80	96	80	74	73	x
3	CC(CCC(C)C(=O)O)C(=O)O (stereo not given)	111&103	94&98	84&109	108&98	111	98&102	99&109	95&90
4	Cc1ccc(S(=O)(=O)C/C(=N\Nc2ccccc2)c2cc3cc(Br)ccc3oc2=O)cc1	77	91	82	72	117	107	125	111
5	Cc1ccc(-c2nc(SCC(=O)c3ccc(-c4ccccc4)cc3)[nH]c(=O)c2C#N)cc1	96	89	88	98	109	95	103	91
6	Cc1nc2ccc(Nc3nc(NCCO)nc(N4CCOCC4)n3)cc2n1Cc1ccccc1	108	99	81	97	109	x	98	107
7	CCC1(CC)Oc2c(OC(C)=O)cccc2C(C)=C1c1ccc(OC)cc1	43	66	89	108	94	81	82	x
8	CCCCCn1sc(=O)n(Cc2ccc(CNC(=O)OCc3ccc4c(Cl)cc(Cl)c(O)c4n3)cc2)c1=O	68	46	76	42	34	32	61	64
9	COc1cc2c(c(OC)c1OC)C(=O)CC(c1cccc(NC(=O)c3cc([N+](=O)[O-])ccc3Cl)c1)O2 (stereo not given)	28	19	36	43	23	14	30	x
10	COc1cc2nc(NC3CCC3)nc(NC3CCN(C(C)C)CC3)c2cc1OC	-48*	0.2*	26	82	47	46	-7.4*	2.3*
11	Cc1cc(=O)n2c(-c3ccc(Cl)cc3)cnc2[nH]1	97	88	83	92	93	93	83	x
12	Cc1sc2nc3nc(CC#N)[nH]n3c(=O)c2c1C	112	98	98	100	94	102	90	109
13	Brc1ccccc1C[n+]1ccc2ccccc2c1	97	60	x	102	76	92	49	x
14	CC1(C)C=C2[C@H]3CC[C@@H]4[C@@]5(C)C/C(=C/c6cccnc6)C(=O)C(C)(C)[C@@H]5CC[C@@]4(C)[C@]3(C)CC[C@@]2(CCl)CC1	101	92	78	104	95	82	96	83
15	c1ccc2sc(N3CCCCC3)nc2c1	104	98	x	114	97	94	102	93
16	O=C(N/N=C\c1ccccc1S(=O)(=O)O)N/N=C/c1ccccc1S(=O)(=O)O	105	98	97	101	102	92	95	90
17	COc1cccc(C(=O)NNC(=O)c2ccccc2)c1	102	107	112	104	105	101	110	x
18	C=CCOC(=O)C1=C(C)NC2=C(C(=O)CC(C)(C)C2)C1c1cc(OC)ccc1OC (stereo not given)	108	90	x	92	97	94	x	92
19	CCOC(=O)/C(N=O)=C(/O)c1ccncc1	110	85	102	96	120	90	109	91
20	O=C(N/N=C/c1ccccc1S(=O)(=O)O)C(=O)N/N=C/c1ccccc1S(=O)(=O)O	111	95	76	99	90	106	97	91
21	CC(C)=CCc1ccc(O)c(=O)cc1C(C)C	31	11	x	15	9.7*	8.5*	x	5.3*
22	CCN(CC)CCC(CCN(CC)CC)(C(=O)O)c1ccccc1	108	103	97	97	109	106	103	122
23	CCN1C(=O)N(CC)C2C1NN=c1s/c(=C\c3cccc(F)c3)c(=O)n12 (stereo not given)	-34*	9.0*	30	42	x	19	-0.5*	4.4*
24	CC(C)c1cc(CN2CCCCC2)c(O)c(CN2CCCCC2)c1	102	105	92	100	104	105	99	106
25	CN1CCN(c2ccc(Nc3nc(NCCCNS(=O)(=O)c4cccc5ccccc45)c4sccc4n3)cc2)CC1	-73*	5.7*	-44*	26	7.2*	-3.4*	-2.5*	4.1*
26	C=C1C(=O)O[C@H]2[C@H]1CC/C(COC(=O)CCCc1c[nH]c3ccccc13)=C\CC[C@@]1(C)O[C@@H]21	60	-9.0*	45	90	1.4*	3.7*	-18*	1.6*
27	COc1ccc(-c2nnc3n(C)c(=O)c4ccccc4n23)cc1N	-20*	12	50	23	19	33	20	22
28	O=C(Cn1c2c(sc1=O)[C@H]1[C@@H](O)[C@@H](O)[C@H](O)[C@@H]1CS2)N1CCOCC1	101	106	x	93	x	118	x	100
29	COc1ccc2nc(Cl)c(Cn3nnnc3Cc3ccccc3)cc2c1	84	103	x	x	x	82	x	66
30	COc1ccccc1CCC1CCNc2ccccc21 (stereo not given)	98	68	52	76	67	75	63	79
31	CC1=C(C)C(=O)C(C(C)C2=C(C)C(=O)C(C)=C(C)C2=O)=C(C)C1=O	98	37	114	x	67	33	51	56
32	CC(C)(C)c1ccc(N2C(=O)[C@@]3(Oc4ccccc4[C@H]4CC(c5ccc(Br)cc5)=NN43)c3ccccc32)cc1	51	28	62	61	28	19	33	x
33	CCOC(=O)c1csc(NC(=S)Nc2ccc(OC)cc2)n1	104	82	118	93	100	90	102	96
34	CCCCCc1nc2c(c(C)nn2-c2ccc(C#N)cc2)c2c1CCCC2	101	114	97	111	107	101	98	84
35	CCC(O)C(C)(C)N (stereo not given)	110	97	86	91	x	95	99	93
36	CO[Si](OC)(c1ccccc1)c1ccccc1	114	90	105	95	97	78	93	79
37	N#Cc1c(/N=C\NNC(=O)c2cccnc2)oc(-c2ccccc2)c1-c1ccccc1	99	92	109	97	110	115	102	90
38	CC(C)[C@H](NC(=O)OCc1ccccc1)C(O)C1CC1C(=O)C1CO1 (stereo not given in full)	98	86	83	103	96	90	100	106
39	OC(CN1CCCC2CCCCC21)c1ccc(Br)cc1 (stereo not given)	103	100	x	88	105	94	107	99
40	OCc1nc2ccccc2[nH]1	99	85	92	98	101	89	95	x
41	O=c1c2ccccc2nc(CN2CCCC2)n1/N=C/c1ccc([N+](=O)[O-])cc1	100	106	83	97	106	96	107	x
42	CC12CCC3c4ccc(O)cc4CCC3C1CCC2=O (stereo not given)	112	94	104	98	94	81	99	67
43	CCC(c1cccc(O)c1)C(CC)c1cccc(O)c1 (stereo not given)	-16*	17	57	84	50	34	32	17
44	CC1=C(C#N)c2nc3ccccc3c(=O)n2[C@]1(C)O	108	101	95	89	100	105	91	83
45	CCOc1ccc(NC(=O)C(C)O)cc1 (stereo not given)	103	89	77	92	95	80	83	75
46	CC(OC(C(O)C=O)C(O)C(O)CO)C(=O)N[C@@H](C)C(=O)O (stereo not given in full)	104	109	111	101	99	107	107	105
47	O=C(NNc1nc(Cl)nc(NC2CCCC2)n1)c1cccnc1	112[100 µM]	97[100 µM]	x	114[100 µM]	x	94[100 µM]	82[100 µM]	93[100 µM]
48	O=C(c1cc(-c2ccc(Cl)cc2)nc2ccccc12)N1N=C(c2ccc(Cl)cc2)CC1c1cc(-c2ccccc2)nn1-c1ccccc1 (stereo not given)	87	60	89	79	61	63	89	75
49	C/C(=N\N=C(/C)c1ccc(Br)s1)c1ccc(Br)s1	101	98	102	98	x	100	95	94
50	CCOC(=O)c1c(C)nc2c(c1N)C(=O)C(=O)N2c1cc(OC)c(OC)c(OC)c1	101	98	91	87	87	99	94	112
51	C=CCO[C@H]1CO[C@H]2[C@@H]1OC[C@@H]2Oc1ccc(Nc2ncnc3ccsc23)cc1Cl	91	84	80	83	114	78	x	73
52	NC1=NC(c2cccc([N+](=O)[O-])c2)N=C(Nc2nn[nH]n2)N1 (stereo not given)	101	100	91	105	112	115	103	x
53	CCN(CC)CCOc1ccc2c(c1)O/C(=C\c1ccccc1OC)C2=O	100	72	66	96	117	96	114	92
54	CCCCOCC(=O)NC(NP(=O)(N(C)C)N(C)C)C(Cl)(Cl)Cl (stereo not given)	102	84	98	81	x	100	100	111
55	CSCCCO	119	103	72	102	95	108	100	89
56	CCCCN(CCCC)C(=N)c1ccccc1Cl	95	91	x	101	x	89	97	89
57	CC(C)c1cc(C(C)C)c(S(=O)(=O)Cl)c(C(C)C)c1	104	96	106	96	118	94	116	87
58	CCC(C)C(CC)C(N)=O (stereo not given)	x	120	100&102	109&102	102&102	108	101&111	100
59	CCCCCCCCCCCCCCCCCCNC1=C(Cl)C(=O)c2ccccc2C1=O	96	100	48	94	113	100	106	76
60	Cc1cccc(NC(=O)CSc2nc3ccc([N+](=O)[O-])cc3[nH]2)c1	72	67	21	115	78	77	56	96

# In another format: results already given
40) OCc1nc2ccccc2[nH]1
41) O=c1c2ccccc2nc(CN2CCCC2)n1/N=C/c1ccc([N+](=O)[O-])cc1
42) CC12CCC3c4ccc(O)cc4CCC3C1CCC2=O (stereo not given)
43) CCC(c1cccc(O)c1)C(CC)c1cccc(O)c1 (stereo not given)
44) CC1=C(C#N)c2nc3ccccc3c(=O)n2[C@]1(C)O
45) CCOc1ccc(NC(=O)C(C)O)cc1 (stereo not given)
46) CC(OC(C(O)C=O)C(O)C(O)CO)C(=O)N[C@@H](C)C(=O)O (stereo not given in full)
47) O=C(NNc1nc(Cl)nc(NC2CCCC2)n1)c1cccnc1
48) O=C(c1cc(-c2ccc(Cl)cc2)nc2ccccc12)N1N=C(c2ccc(Cl)cc2)CC1c1cc(-c2ccccc2)nn1-c1ccccc1 (stereo not given)
49) C/C(=N\N=C(/C)c1ccc(Br)s1)c1ccc(Br)s1
Screen / compound no. | 40 | 41 | 42 | 43 | 44 | 45 | 46 | 47 | 48 | 49
MDA-MB-435 | 99 | 100 | 112 | -16* | 108 | 103 | 104 | 112[100 µM] | 87 | 101
K-562 | 85 | 106 | 94 | 17 | 101 | 89 | 109 | 97[100 µM] | 60 | 98
HOP-92 | 92 | 83 | 104 | 57 | 95 | 77 | 111 | x | 89 | 102
HOP-62 | 98 | 97 | 98 | 84 | 89 | 92 | 101 | 114[100 µM] | 79 | 98
CCRF-CEM | 101 | 106 | 94 | 50 | 100 | 95 | 99 | x | 61 | x
MOLT-4 | 89 | 96 | 81 | 34 | 105 | 80 | 107 | 94[100 µM] | 63 | 100
RPMI-8226 | 95 | 107 | 99 | 32 | 91 | 83 | 107 | 82[100 µM] | 89 | 95
SR | x | x | 67 | 17 | 83 | 75 | 105 | 93[100 µM] | 75 | 94

50) CCOC(=O)c1c(C)nc2c(c1N)C(=O)C(=O)N2c1cc(OC)c(OC)c(OC)c1
51) C=CCO[C@H]1CO[C@H]2[C@@H]1OC[C@@H]2Oc1ccc(Nc2ncnc3ccsc23)cc1Cl
52) NC1=NC(c2cccc([N+](=O)[O-])c2)N=C(Nc2nn[nH]n2)N1 (stereo not given)
53) CCN(CC)CCOc1ccc2c(c1)O/C(=C\c1ccccc1OC)C2=O
54) CCCCOCC(=O)NC(NP(=O)(N(C)C)N(C)C)C(Cl)(Cl)Cl (stereo not given)
55) CSCCCO
Screen / compound no. | 50 | 51 | 52 | 53 | 54 | 55
MDA-MB-435 | 101 | 91 | 101 | 100 | 102 | 119
K-562 | 98 | 84 | 100 | 72 | 84 | 103
HOP-92 | 91 | 80 | 91 | 66 | 98 | 72
HOP-62 | 87 | 83 | 105 | 96 | 81 | 102
CCRF-CEM | 87 | 114 | 112 | 117 | x | 95
MOLT-4 | 99 | 78 | 115 | 96 | 100 | 108
RPMI-8226 | 94 | x | 103 | 114 | 100 | 100
SR | 112 | 73 | x | 92 | 111 | 89

# The listing continues:
no.	Structure	MDA-MB-435	K-562	HOP-92	HOP-62	CCRF-CEM	MOLT-4	RPMI-8226	SR
61	COc1ccc(C/C(C)=C(\c2ccc(Cl)cc2)c2ccc(OCCN3CCCC3)cc2)cc1	89	13	70	95	57	45	14	-14*
62	CCN1CCN(CC(=O)Nc2nc3ccc(NCc4ccc(OC)cc4)cc3s2)CC1	91	58	58	96	86	83	74	78
63	CSc1ccc(/C=C2\C=C(CC(=O)NCc3ccc(C(=O)c4ccccc4)cc3)c3cc(F)ccc32)cc1	-48*	x	x	-7.8*	11	9.5*	15	10
64	Cc1cc(=O)oc2cc(OCCCOc3ccc(/C=C/C(=O)Nc4cccc([N+](=O)[O-])c4)cc3)ccc12	107	103	105	106	101	107	104	93
65	CC(C)C(=O)NCc1ccccc1	107	120	90	106	108	118	107	112
66	Cc1onc(-c2c(Cl)cccc2Cl)c1C(=O)Nc1ccc(Cl)c(Cl)c1Cl	79	53	75	93	74	77	56	x
67	O=C(CCSc1nc2sc3c(c2c(=O)n1Cc1ccccc1)CCCC3)N1CCN(c2ccccc2)CC1	104	100	102	83	94	80	85	83
68	CCCN1C(=O)N(CCC)C2C1NC(=S)N2/N=C/C=C/c1ccccc1OC (stereo not given)	-56*	13	77	39	10	28	19	22
69	CC(=O)Nc1ccccc1C(F)(F)F	110	95	87	96	101	100	113	98
70	COc1ccc(-c2cc(Cc3cccs3)c(=O)n(Cn3ccc4ccccc43)n2)cc1	91	105	x	105	66	98	88	87
71	CCN(CC)C(=O)c1ccccc1C(=O)N(CC)CC	112	104	111	97	106	99	122	61
72	CNc1c(Br)cc(Br)cc1-c1n[nH]c(=O)[nH]c1=O	101	114	89	87	104	98	95	98
73	COc1cc(-c2noc(-c3ccccc3N)n2)cc(OC)c1OC	100	93	x	95	95	97	76	99
74	CS(=O)(=O)Nc1ccc(OCc2nnc(-c3ccccc3)o2)c(F)c1	114	94	x	86	94	91	91	108
75	O=c1c2cccc(Cl)c2sc2c(NCCCNCCO)nc3ccccc3c12	-87*	-48*	-0.3*	40	-15*	-40*	x	-51*
76	CC(C)C(=O)Nc1ccc(C(=O)NC(=S)Nc2ccc(S(N)(=O)=O)cc2)cc1	101	104	91	77	102	111	108	105
77	O=C(CC(=O)C(F)(F)F)c1ccccc1	106	106	x	110	88	88	91	90
